Screening data as filed in PubChem.
Measles CPE: compounds protecting cells from measles virus cytopathic effect, primary screen, measles RdRp inhibitor project, single point, MLSMR library, absorbance; Measles virus-infected cells, CPE protection; protection (pct of control), % at 4 µM; 140,000 tested, 1.5% active; AID 841, 2007; in the data active = protection mostly above about 24%, no sharp cut-off; inactive = mostly below about 26%; note: some compounds called inactive have numbers as strong as hits
E-sel TNF inh: E-selectin induction blockers in HUVEC – imaging, immunofluorescence, high content, primary screen. inhibition, % at 2 µM. 120,000 tested, 0.71% active. AID 1246, 2008. HUVEC TNFa-induced E-selectin immunofluorescence;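 active = inhibition above the batch mean plus 3 SD, and confirmed as a hit on visual image review, cut at about 43% in these data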;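 note: 0% = TNF-stimulated DMSO wells and 100% = unstimulated control wells; not every result past the cut was called active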
HCT116 bCat-KO: primary screen for growth suppressors in beta-catenin knockout HCT116 cells (colon tumor, human); 140,000 tested, 1.5% active; AID 818, 2007; HCT116 beta-catenin knockout viability, CellTiter-Glo, 60 h; hits give low values; viability, % at 10 µM;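 active = viability at or under a set limit, the compound median less 4 SD, cut at about 6% in these data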;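 note: 0% = Hyamine 1622 control at 20 µM and 100% = untreated cell control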
Phagocytosis inh: inhibitors of macrophage phagocytosis, primary screen, imaging, J774A.1 cells, IgG beads; inhibition, % at 5 µM; 110,000 tested, 0.07% active; J774A.1 macrophage IgG-bead phagocytosis; AID 1029, 2008;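 active = inhibition above the mean of the plate negative controls plus 5 SD, cut at about 13% in these data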;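 note: phagocytic index as fraction of beads internalized from green versus red external bead signal; plate controls were DMSO negative control for no effect and cytochalasin-D positive control for full effect; some results beyond the cut were filed as inactive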
GALR2 antag: GALR2 antagonists in receptor-expressing cells, primary screen | 140,000 tested, 0.39% active | antagonist mode | inhibition, % at 4 µM | AID 828, 2007 | Galanin receptor type 2 (Homo sapiens), O43603; in the data active = inhibition above about 27%;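 note: cells stimulated with galanin 1-16 at roughly its EC80; 0% = agonist challenge control and 100% = basal control without agonist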
Target sequence (O43603 whole entry, looked up): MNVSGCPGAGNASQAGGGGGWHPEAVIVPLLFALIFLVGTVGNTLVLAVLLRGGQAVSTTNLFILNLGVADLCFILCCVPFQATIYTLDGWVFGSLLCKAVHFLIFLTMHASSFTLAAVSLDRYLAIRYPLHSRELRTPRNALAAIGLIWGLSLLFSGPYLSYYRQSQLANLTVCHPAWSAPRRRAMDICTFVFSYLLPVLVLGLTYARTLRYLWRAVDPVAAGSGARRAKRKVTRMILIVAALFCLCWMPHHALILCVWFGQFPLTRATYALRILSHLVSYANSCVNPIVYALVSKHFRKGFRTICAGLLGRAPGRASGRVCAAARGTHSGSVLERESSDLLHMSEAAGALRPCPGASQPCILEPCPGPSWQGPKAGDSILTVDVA
Yeast life ext: compounds extending yeast replicative lifespan, primary screen, S. cerevisiae, OD615. S. cerevisiae growth with nicotinamide; deaD strain in restrictive glucose medium. inhibition of the nicotinamide effect, % at 10 µM. 130,000 tested, 0.68% active;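 active = inhibition above a set limit, placed 3 SD over the median of all compounds, cut at about 26% in these data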;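 note: 0% = nicotinamide-treated wells and 100% = cells grown without nicotinamide; some compounds called inactive have numbers as strong as hits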
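Test system: DeaD-strain S. cerevisiae / Buffer or medium: restrictive glucose medium / Also added: nicotinamide 1.5 mM / Doses: one concentration, 10 µM, DMSO 0.25% / Schedule: 48 h at 30 °C / Signal: OD615 measurement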
BB579 growth dn: growth inhibitors of yeast BB579 in restrictive medium, primary screen, yeast lifespan-shortening project, S. cerevisiae; inhibition, % at 10 µM; OD615, 48 h; 140,000 tested, 0.51% active;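 active = inhibition above a set limit, 3 SD over the mean compound inhibition, cut at about 44% in these data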; note: inactives centre near -24
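Detection: OD615 turbidity measurement; Material: Saccharomyces cerevisiae DeaD strain BB579, replicative lifespan model yeast; Timing: 48 h exposure, 30 °C; Doses: single 10 µM dose; Medium: CSMM-D restrictive synthetic medium containing dextrose (glucose); Controls: amphotericin B at 10 µg/mL as positive control.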
MRP1 act: H69AR viability gain despite doxorubicin, primary screen, MRP-1 activator project, H69AR cells, CellTiter-Glo | viability rescue | viability increase, % at 10 µM | 140,000 tested, 0.61% active;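 active = viability gain under doxorubicin at or above a set limit, the compound median plus 3 SD, cut at about 4.7% in these data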;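 note: MRP-1 overexpressing cells given doxorubicin 25 µM after compound pretreatment; 18-22 h compound pretreatment then 72 h with doxorubicin before readout; 0% = doxorubicin-only wells and 100% = vehicle-treated cells without doxorubicin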
PTEN del growth: growth suppression of PTEN-null HCT116, primary screen, cell-based, CellTiter-Glo; HCT116 PTEN-null viability, 60 h; hits give low values; 140,000 tested, 1.2% active; viability, % at 10 µM; AID 827, 2007;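 active = viability at or below a set limit, 4 SD under the median of all tested compounds, cut at about 3.7% in these data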;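 note: PTEN knockout HCT116 line with beta catenin targeted HCT116 as companion control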
NPY Y2 blocker: NPY-Y2 receptor antagonists, primary screen, cell-based; Neuropeptide Y receptor type 2 (Homo sapiens), P49146; NPY-Y2 expressing cells, antagonist mode; inhibition, % at 2.7 µM; 140,000 tested, 0.99% active; AID 793, 2007; in the data active = inhibition above about 17%;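 note: 0% = vehicle with agonist challenge and 100% = reference antagonist with challenge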
Target sequence (P49146 whole entry, looked up): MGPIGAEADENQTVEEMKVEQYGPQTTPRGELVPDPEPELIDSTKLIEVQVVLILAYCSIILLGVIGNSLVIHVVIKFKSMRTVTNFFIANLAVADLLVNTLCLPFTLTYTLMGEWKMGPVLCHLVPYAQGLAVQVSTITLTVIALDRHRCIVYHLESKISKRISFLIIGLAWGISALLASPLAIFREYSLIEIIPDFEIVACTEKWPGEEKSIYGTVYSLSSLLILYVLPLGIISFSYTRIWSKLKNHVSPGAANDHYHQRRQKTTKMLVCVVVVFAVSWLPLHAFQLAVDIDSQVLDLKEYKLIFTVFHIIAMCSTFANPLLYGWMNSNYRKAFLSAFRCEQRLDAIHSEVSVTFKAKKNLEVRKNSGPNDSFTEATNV
Active calls of the source: *; nt = no result given.

SMILES	Measles CPE	E-sel TNF inh	HCT116 bCat-KO	Phagocytosis inh	GALR2 antag	Yeast life ext	BB579 growth dn	MRP1 act	PTEN del growth	NPY Y2 blocker
O=C(CSCCSCC(=O)c1ccco1)c1ccco1	19	-5	101	1	-3	-11	-24	-3.3	104	-3
Cc1ccc(NC(=O)C2(c3ccc([N+](=O)[O-])cc3)CCCC2)cc1	4	nt	105	-7	15	10	6	-1.7	83	3
CCN(CC)S(=O)(=O)c1ccc(-c2nnc(SCC(=O)Nc3ccc(OC)cc3)o2)cc1	6	64*	80	nt	0	nt	10	0.2	94	2
Oc1ccccc1C(=S)N1CCCCC1	21	nt	103	nt	12	-11	-2	0.4	98	1
Cc1nc(NC(=O)CSc2nnc(-c3ccc4c(c3)OCO4)o2)c(Cl)cc1Cl	6	nt	81	nt	11	-5	-53	-1.3	79	2
C=CCn1c(SCC(=O)NCC2CCCO2)nc2scc(-c3ccco3)c2c1=O (stereo not given)	2	-20	74	-1	-1	-7	-56	-4.4	72	3
CN1c2ccccc2N(C)C1c1ccc2c(c1)OCO2	3	-54	53	0	-16	-6	-31	-1.0	58	1
COC(=O)c1ccc(NC(=O)CS(=O)(=O)Cc2ccccc2)cc1	9	-46	89	-1	-2	-3	-40	-2.8	91	3
O=c1c2ccccc2nc(-c2ccccc2)n1CCCN1CCOCC1	25*	14	79	1	-13	-19	9	-3.3	87	4
COc1cc([N+](=O)[O-])c(C(=O)N2CCOCC2)c([N+](=O)[O-])c1	8	1	86	-2	-3	0	18	-2.6	89	1
COc1ccc(NC(=O)c2cccs2)cc1O	1	-20	103	nt	6	-1	-58	-0.3	108	2
Oc1c(C(c2ccccn2)N2CCOCC2)ccc2cccnc12 (stereo not given)	4	nt	60	-1	3	5	-23	-4.2	68	0
C=CCN1CCN(C(c2ccc(OC)c(OC)c2)c2nnnn2C(C)(C)C)CC1 (stereo not given)	11	-22	92	-1	12	-5	-8	-0.8	95	0
CC(C)(C)C1CCc2c(sc(NC(=O)CSc3ncn[nH]3)c2C#N)C1 (stereo not given)	7	-14	18	nt	-3	nt	-38	-1.7	17	0
Cc1cnc(C(=O)Nc2nccs2)cn1	3	35	88	0	-3	-31	16	-2.0	97	-1
CCOC(=O)c1sc2nc(C)cc(C)c2c1NC(=O)c1ccco1	5	-8	92	0	3	-1	-32	-1.5	95	3
CCCNC(=O)C(=O)NCCC1=CCCCC1	19	-13	90	0	0	-15	15	0.3	91	0
CC(C(N)=O)N1C(=O)C2C3C=CC(C3)C2C1=O (stereo not given)	10	1	112	-1	3	-8	6	0.0	89	0
Cc1ccc(N2C(=O)CSC23C(=O)Nc2ccccc23)cc1 (stereo not given)	4	2	95	1	-7	-4	1	0.3	90	2
COc1cccc(C2CC(C(F)(F)F)n3ncc(C(=O)NCc4ccco4)c3N2)c1 (stereo not given)	7	-8	80	1	-6	-7	-23	-2.7	71	2

Record cards (already shown). Order of screens: Measles CPE	E-sel TNF inh	HCT116 bCat-KO	Phagocytosis inh	GALR2 antag	Yeast life ext	BB579 growth dn	MRP1 act	PTEN del growth	NPY Y2 blocker
CCOC(=O)c1sc2nc(C)cc(C)c2c1NC(=O)c1ccco1 in the list: 5	-8	92	0	3	-1	-32	-1.5	95	3
CC(C)(C)C1CCc2c(sc(NC(=O)CSc3ncn[nH]3)c2C#N)C1 (stereo not given) in the list: 7	-14	18	nt	-3	nt	-38	-1.7	17	0

Individual results from the list:
In HCT116 bCat-KO, `Oc1c(C(c2ccccn2)N2CCOCC2)ccc2cccnc12` (stereo not given) reads 60
In E-sel TNF inh, `CCOC(=O)c1sc2nc(C)cc(C)c2c1NC(=O)c1ccco1` reads -8
In GALR2 antag, `Cc1ccc(NC(=O)C2(c3ccc([N+](=O)[O-])cc3)CCCC2)cc1` reads 15
In E-sel TNF inh, `CC(C)(C)C1CCc2c(sc(NC(=O)CSc3ncn[nH]3)c2C#N)C1` (stereo not given) reads -14
In BB579 growth dn, `COc1cccc(C2CC(C(F)(F)F)n3ncc(C(=O)NCc4ccco4)c3N2)c1` (stereo not given) reads -23
In GALR2 antag, `CCCNC(=O)C(=O)NCCC1=CCCCC1` reads 0
In Measles CPE, `Oc1ccccc1C(=S)N1CCCCC1` reads 21

Further results.
SMILES	Measles CPE	E-sel TNF inh	HCT116 bCat-KO	Phagocytosis inh	GALR2 antag	Yeast life ext	BB579 growth dn	MRP1 act	PTEN del growth	NPY Y2 blocker
CCOC(=O)N1CCN(Cc2nc3c(c(=O)n(C)c(=O)n3C)n2CCC(C)C)CC1	13	-6	87	0	4	-8	-31	-4.4	87	4
Cc1cc(C(F)F)n2nc(C(=O)Nc3sc4c(c3C(N)=O)CCC4)nc2n1	12	nt	88	-11	1	0	-27	-1.0	96	1
O=C(CCS(=O)(=O)c1ccc(Br)s1)NCc1ccccc1	4	16	100	-2	-4	-1	22	-0.6	107	3
CCCc1nc2ccccc2c(=O)n1/N=C/c1ccccc1O	6	nt	58	1	-2	-9	-51	-0.5	56	3
C=CCSc1nnc(CSc2nc3sc4c(c3c(=O)[nH]2)CCCC4)n1-c1ccccc1	14	nt	104	0	-15	-22	-36	-1.3	94	7
Cn1c(N2CCCCC2)nc2c1c(=O)[nH]c(=O)n2C	3	10	99	nt	1	-1	-20	-1.7	104	0
CCc1ccc(C(=O)CSc2n[nH]c(C)n2)cc1	12	-12	98	-2	1	-7	-21	0.6	98	2
Cc1cccc(NC(=O)COc2ccc3oc4c(c3c2)CCCC4)n1	7	11	97	-1	-4	-10	9	-2.3	95	9
O=C(/C=C/Nc1ccc(F)c(F)c1)c1cccs1	22	nt	81	-5	8	-8	-21	-3.5	83	2
CCOC(=O)c1c(NC(=O)CSc2nnc(-c3ccccc3C)n2C)sc(C(C)=O)c1C	5	-13	70	-3	-5	-11	-66	-1.7	69	-1
CCOC(=O)CSc1n[nH]c(NC(=O)c2cccc(C)c2)n1	12	14	90	nt	-10	-6	-19	-2.1	97	-1
CC(C)(C)c1csc(NC(=O)c2ccc3nccnc3c2)n1	5	-6	85	-4	-9	-27	-16	0.1	73	-2
CC(CCc1ccccc1)NC(=O)c1ccc(NC(=O)c2ccc(Cl)cc2Cl)cc1 (stereo not given)	5	nt	55	-3	-7	-3	-41	-2.2	59	0
O=C(c1ccccc1)N(Cc1ccc2c(c1)OCO2)Cc1nc2ccccc2c(=O)[nH]1	24	-8	107	0	-2	-22	-14	-3.9	96	4
O=[N+]([O-])c1ccccc1-c1nc(-c2ccc(Br)o2)no1	17	-10	84	-4	6	-10	-14	-3.8	82	0
COc1cccc(/C(C)=N/NC(=O)c2ccc(N(C)C)cc2)c1	11	20	79	0	-5	-12	-8	-0.4	73	4
COc1ccccc1Oc1nc2c(c(=O)n(Cc3ccccc3F)c(=O)n2C)n1C	9	-24	98	0	-6	-10	-64	-0.5	102	2
O=C(c1ccc(N2CCCCCC2)c([N+](=O)[O-])c1)N1CCc2ccccc21	2	nt	94	-2	16	-5	4	-1.2	97	-1
Cc1ccc2nc(SCC(=O)NCc3cccs3)c(C#N)cc2c1	1	-13	81	nt	-10	-8	-43	-1.6	86	3
CCCCCCC(=O)NN1CCN(C)CC1	5	10	99	0	-6	2	-22	0.9	109	3
COc1ccc(C(=O)Nc2n[nH]c(-c3ccncc3)n2)cc1	4	-19	95	1	1	-22	-49	1.2	85	0
COc1ccc(C(C)(C)C)cc1NC(=O)COC(=O)c1ncc(Cl)c(Cl)c1Cl	17	nt	87	-9	10	-1	-4	0.0	91	5
CCOc1ccc(C2N(c3ccc(F)cc3)C(=O)C3CCCN32)cc1OC (stereo not given)	9	17	107	0	-9	-11	-29	-2.7	100	-1
COc1ccccc1N(CC(=O)NCC1CCCO1)C(=O)CNS(=O)(=O)c1ccc(C)cc1 (stereo not given)	3	2	84	nt	3	-25	-45	-2.3	84	0
CCC(C)(C)n1nnnc1C(c1ccncc1)N1CCN(c2cccc(OC)c2)CC1 (stereo not given)	5	-13	90	-1	-2	-26	-9	-2.6	80	4
O=S(=O)(c1cccc(-c2nc3n(n2)Cc2ccccc2-3)c1)N1CCCCC1	3	nt	125	nt	7	-9	-65	0.2	111	2
COc1ccccc1NC(=O)CN1CCCCC1	5	-4	96	-3	-5	-3	-1	-2.8	99	1
COc1ccc(C(=O)O/N=C(\N)Cc2ccc(Cl)cc2Cl)cc1OC	7	-19	80	-7	1	-3	-26	-4.9	69	5
COc1cc(C(=O)Nc2nnc(CC(C)(C)C)s2)c([N+](=O)[O-])cc1OC	7	-6	93	-2	-3	1	-53	-0.2	92	3
CCOC(=O)C1CCN(C(=O)CN(C)S(=O)(=O)c2cc(C)ccc2OC)CC1	6	-9	98	0	7	-7	-67	0.0	105	1
CCCCSc1ccc(NC(=O)c2cccnc2)cc1	2	-5	83	-2	-21	-28	-4	-5.1	86	1
COc1ccc(C)cc1Nc1nc(-c2c[nH]c3ccccc23)cs1	19	nt	88	-13	8	-6	-16	-2.2	87	-1
CC(C)(C)NC(=O)Cn1nnc(-c2ccccc2NC(=O)c2cnccn2)n1	18	-1	91	nt	11	-15	-39	-1.3	95	0
CCOC(=O)c1c(/N=C/c2cc(OC)cc([N+](=O)[O-])c2O)sc(C)c1C	38	nt	89	-11	-5	-6	24	-3.5	84	2
COc1ccc(N2CSC3=C(C#N)C(c4cc(OC)c(OC)cc4OC)CC(=O)N3C2)c(OC)c1 (stereo not given)	13	8	63	nt	0	-7	-1	-4.1	74	1
COc1ccc(/C=N/NC(=O)CCCC(=O)NC2CCCCC2)cc1	5	-37	97	2	4	-10	-12	-3.7	99	-1
CCOc1ccc2c(C)c(Cl)c(=O)oc2c1	10	15	81	-1	-10	-16	-21	-0.5	100	1
